FBW7 act: activators of human E3 ligase FBW7; AID 1259310; normalized activity (activation), % at 26.1 µM; hit rate 0.13% among 650,000; AlphaScreen FBW7–phospho-cyclin E peptide binding, activator screen; in the data active = normalized activity above about 1.9%;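 note: purified mutant Fbw7 with reduced substrate affinity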
MITF inh: inhibitors of human MITF | inhibition, % at 2.6 µM | AlphaScreen MITF homodimerization, bead proximity signal | AID 1259374 | hit rate 0.91% among 650,000 | O75030; in the data active = inhibition above about 50%;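 note: 0% = vehicle wells with protein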
Target sequence (O75030 whole entry, looked up): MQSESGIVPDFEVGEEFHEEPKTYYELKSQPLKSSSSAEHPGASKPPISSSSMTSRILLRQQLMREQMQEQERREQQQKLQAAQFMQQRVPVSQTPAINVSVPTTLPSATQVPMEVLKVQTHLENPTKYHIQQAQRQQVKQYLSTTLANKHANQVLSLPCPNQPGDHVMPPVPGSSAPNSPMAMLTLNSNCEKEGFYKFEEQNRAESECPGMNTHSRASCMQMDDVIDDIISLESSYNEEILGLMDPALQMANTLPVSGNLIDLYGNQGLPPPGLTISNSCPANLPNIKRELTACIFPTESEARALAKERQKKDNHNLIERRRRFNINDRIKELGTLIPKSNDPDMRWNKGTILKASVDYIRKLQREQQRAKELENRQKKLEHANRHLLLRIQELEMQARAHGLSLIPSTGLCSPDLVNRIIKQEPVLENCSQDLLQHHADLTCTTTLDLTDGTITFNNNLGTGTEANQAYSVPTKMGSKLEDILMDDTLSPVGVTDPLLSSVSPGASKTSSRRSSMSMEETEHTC
GPR151 ag: human GPR151 activation; Q8TDV0; PathHunter beta-arrestin GPR151 cells, luminescence; activation, % at 11.2 µM; hit rate 1% among 650,000; AID 1508602; in the data active = activation above about 4.9%;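 note: 0% = median of compound wells and 100% = cells with positive control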
Target sequence (Q8TDV0 whole entry, looked up): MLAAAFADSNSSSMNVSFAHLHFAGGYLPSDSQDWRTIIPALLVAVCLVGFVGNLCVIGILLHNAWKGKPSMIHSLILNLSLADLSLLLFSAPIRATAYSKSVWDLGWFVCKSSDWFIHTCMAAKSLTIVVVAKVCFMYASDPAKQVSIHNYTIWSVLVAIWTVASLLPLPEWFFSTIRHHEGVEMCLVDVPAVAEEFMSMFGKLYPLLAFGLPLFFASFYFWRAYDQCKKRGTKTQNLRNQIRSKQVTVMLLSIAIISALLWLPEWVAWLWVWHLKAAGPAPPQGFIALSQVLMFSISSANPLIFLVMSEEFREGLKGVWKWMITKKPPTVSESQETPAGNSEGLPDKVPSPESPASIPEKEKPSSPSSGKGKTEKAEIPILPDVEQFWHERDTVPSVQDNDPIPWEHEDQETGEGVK
TEAD-YAP inh: TEAD-YAP interaction inhibition | HEK-TIYL cells, TEAD-Gal4/YAP UAS-luciferase luminescence | inhibition, % at 9.12 µM | hit rate 1.4% among 640,000 | AID 1259422; in the data active = inhibition above about 32%;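 note: 0% = median of test compound wells and 100% = reference inhibitor wells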
Starred values were filed as active, the others as inactive; & = joins results of further samples. Hits appear at their usual frequency; any-hit rate near 3.4%.

Values in the order – FBW7 act	MITF inh	GPR151 ag	TEAD-YAP inh
> O=C(NCC(c1ccco1)N1CCN(c2ccccc2F)CC1)c1c(F)cccc1F (stereo not given)
  -0.2	-9.3	1.2	-4.7
> Cc1ccc(SCc2c(C#N)c3ccccc3n2C)cc1
  0.0	9.3	0.3	-2.7
> CC(C)C1Oc2ccccc2N(CC(=O)N(Cc2ccccn2)C2CC2)C1=O (stereo not given)
  0.1	20.2	1.4	-8.9
> CCOC(=O)c1sc(NC(=O)c2cc(Cl)ccc2OC)c(C(N)=O)c1C
  0.0	-4.1	0.3	-5.4
> Cc1nn(C)c(N=Nc2c(O)[nH]c3ccccc23)c1[N+](=O)[O-]
  0.1	-2.2	0.1	-8.7
> N#CCC(=O)NS(=O)(=O)c1ccccc1
  0.1	3.7	-0.3	2.7
> [O-]/[N+](Cc1ccccc1)=N\OCO/N=[N+](\[O-])Cc1ccccc1
  -0.2	-9.0	0.4	-8.8
> COc1cc2nc(Nc3ccc(-n4ccnc4)cc3)nc(NC3CC3)c2cc1OC
  -0.2	13.9	-1.4	2.1
> COC(=O)c1ccsc1NC(=O)CSc1ccc(F)cc1
  -0.1	-7.5	-0.1	-20.7
> CC(C)OC(=O)c1cccc(NC(=O)CSc2nc3ccccc3n2C)c1
  -0.1	5.1	-0.1	3.2
> COC(=O)c1c(C)oc2ccc(N(C(=O)Oc3ccccc3)S(=O)(=O)c3ccc4ccccc4c3)cc12
  0.1	-2.6	2.1	-10.3
> CC(=O)Nc1ccc(N=Cc2c(C)c(C#N)c(=O)n(C)c2O)cc1
  0.1	-4.2	0.2	-5.0
> CCc1ccc(S(=O)(=O)NCCCCN2CCOC(c3ccccc3)C2)s1 (stereo not given)
  0.8	10.9	0.9	-1.4
> O=C(CN(C(=O)CNC(=O)c1ccco1)c1cccc2ccccc12)NC1CCCCC1
  -0.1	-11.1	4.3	0.7
> CCOc1ccccc1NC(=S)NNc1nc2ccccc2[nH]1
  -0.2	6.7	0.4	0.7
> Cc1noc(C)c1CC1(C)C(=O)Nc2cc(-c3ccc(F)cc3F)ccc21 (stereo not given)
  0.6	13.3	2.9	-0.9
> Cc1cccc(Cn2c(N3CCN(c4ccccc4)CC3)nc3c2c(=O)n(C)c(=O)n3C)c1
  -0.1	2.0	0.8	6.4
> O=C(Nc1cccc(Br)c1)c1cc(S(=O)(=O)N2CCCCC2)c[nH]1
  -0.1	3.5	1.0	-9.1
> COc1cc(NC(=O)c2cc3c(CO)cnc(C)c3oc2=N)cc(OC)c1
  -0.1	-3.5	0.4	-1.2
> Cc1ccc(NC(=O)CSc2ncnc3nc(N(C)Cc4ccccc4)sc23)c(F)c1
  -0.5	5.7	-0.6	1.1

In another format: entries from further up.
compound: O=C(CN(C(=O)CNC(=O)c1ccco1)c1cccc2ccccc12)NC1CCCCC1
  FBW7 act = -0.1 | MITF inh = -11.1 | GPR151 ag = 4.3 | TEAD-YAP inh = 0.7

compound: CCOc1ccccc1NC(=S)NNc1nc2ccccc2[nH]1
  FBW7 act = -0.2 | MITF inh = 6.7 | GPR151 ag = 0.4 | TEAD-YAP inh = 0.7

compound: Cc1noc(C)c1CC1(C)C(=O)Nc2cc(-c3ccc(F)cc3F)ccc21 (stereo not given)
  FBW7 act = 0.6 | MITF inh = 13.3 | GPR151 ag = 2.9 | TEAD-YAP inh = -0.9

compound: Cc1cccc(Cn2c(N3CCN(c4ccccc4)CC3)nc3c2c(=O)n(C)c(=O)n3C)c1
  FBW7 act = -0.1 | MITF inh = 2.0 | GPR151 ag = 0.8 | TEAD-YAP inh = 6.4

(next part)
Values in the order – FBW7 act	MITF inh	GPR151 ag	TEAD-YAP inh
> COc1ccc(C(=O)Oc2ccc3c(=O)c(-c4ccc(Cl)cc4)c(C(F)(F)F)oc3c2)cc1
  0.6	16.1	-0.4	4.4
> COc1ccc(C)cc1NC(=O)c1cc(S(=O)(=O)N2CCN(Cc3ccccc3)CC2)ccc1F
  0.1	14.4	-1.7	6.7
> CCc1cc2c(cc3c(=O)n(CC(=O)NCc4ccccc4Cl)ncn32)s1
  0.0	-11.0	1.3	8.7
> O=C(NC1CCC(O)CC1)c1cnc2sc3ccccc3n2c1=O (stereo not given)
  0.1	1.2	1.0	-10.2
> CCOC(=O)CC(=O)CSc1ccc2nnc(-c3ccc(C)cc3)n2n1
  0.0	-4.2	0.0	-17.6
> Cc1cccc(NC(=O)C2C3C=CC4(O3)C2C(=O)N(C2CCCCC2)C4C(=O)NC2CCCC(C)C2C)c1 (stereo not given)
  0.3	6.6	-1.4	5.3
> CS(=O)(=O)Nc1cccc(-c2cnc(N)c(-c3ccc(C(N)=O)cc3)n2)c1
  0.6	8.8	-1.0	2.6
> Cc1c(NC(=O)Nc2cccc(Cl)c2Cl)c(=O)n(-c2ccccc2)n1C
  -0.2	2.1	3.4	6.3
> COc1cc(OC)nc(CSCCNC(=O)c2cccc(C(F)(F)F)c2)n1
  0.0	-9.3	-1.2	-6.7
> Cc1ccc(-c2cc(C(F)(F)F)n3ncc(C(=O)Nc4ccc(C#N)cc4)c3n2)cc1
  0.0	18.5	-0.9	-2.3
> COc1c(Cl)cc(Cl)cc1/C=C1\SC(=Nc2c(C)cccc2C)N(c2ccccc2)C1=O
  0.1	15.1	-0.9	0.3
> COc1cc(NC(=S)NCc2cccnc2)c(OC)cc1Cl
  0.0	10.3	-0.1	8.6
> Nc1nonc1C(=O)NCCc1ccccc1
  0.3	-3.5	-1.1	-5.2
> CC1(C)CC(=O)c2c(nn(-c3ccccc3)c2-c2cccc(Br)c2)C1
  0.0	-1.9	0.9	-3.0
> O=C(Nc1ccc(N2CCOCC2)cc1)c1cccc(-c2cccs2)c1
  0.0	48.9	-0.2	-2.3
> O=C(NCc1nc(-c2ccccc2)no1)c1ccc(Cn2ccnc2)cc1
  -0.1	-1.3	1.9	8.8
> NC(=O)Cn1nnc(-c2ccccc2N)n1
  -0.1	-11.0	0.4	-0.5
> [O-][n+]1cccc(CO)c1
  0.0	-5.4	-0.4	-5.9
> CCOC(=O)c1ccccc1NC(=O)COc1ccccc1[N+](=O)[O-]
  0.1	2.7	1.0	1.6
> Cc1c(Cl)cccc1NC(=O)CCC(=O)NNC(=O)COc1ccc(Cl)cc1
  0.2	-24.1	0.1	11.6

Other compounds follow:
canonical_smiles	FBW7 act	MITF inh	GPR151 ag	TEAD-YAP inh
O=C(O)c1cnn2c(C(F)(F)F)cc(-c3ccc(Br)cc3)nc12	-0.1	18.9	4.0	0.8
O=S(=O)(c1ccc(F)cc1)N1CCN(Cc2ccc(Br)cc2)CC1	-0.1	8.9	1.9	3.9
O=C(NCCOc1ccccc1)c1ccnc(N2CCc3ccccc3C2)c1	0.1	2.3	-1.9	-5.3
Cc1c(C(=O)N2CCCCC2)sc2ncnc(N3CCN(c4ccccn4)CC3)c12	0.0	-5.3	1.1	17.6
CCN(CC)c1ccc2cc(-c3nc(-c4ccc5ccccc5c4)cs3)c(=O)oc2c1	1.1	7.4	1.9	0.1
S=C(NCc1ccccc1)NCc1nc2ccccc2[nH]1	0.0	3.9	1.1	2.1
C=CCSc1nc2ccccc2n1CCC(=O)O	0.1	-25.1	0.0	2.0
Cc1ccc2cc3c(nc2n1)CCN(CCc1ccc(N(C)C)cc1)C3	-0.2	30.7	-0.6	12.0
c1ccc(Cc2nc(N3CCC(Cc4ccccc4)CC3)c3c4c(sc3n2)CCCC4)cc1	-0.1	-6.4	1.2	-5.3
COc1ccccc1CN1CCN(C2CCCCC2)CC1	0.0	70.4*	-0.7	-0.6
S=c1[nH]nc(C23CC4CC(CC(C4)C2)C3)n1CCCN1CCOCC1	-0.1	43.0	0.3	-1.1
COc1ccc(Cl)cc1/C=C1/C(=O)NN(c2ccc(F)cc2)C1=O	0.0	-9.4	1.9	-3.2
O=C1C=C(NCCc2ccc(Cl)cc2)C2(CCCCC2)O1	0.0	16.3	-1.7	30.5
CSc1ncccc1C(=O)OCc1cc(=O)oc2cc(C)ccc12	0.1	10.7	0.1	3.4
Cc1ccc(OCC(=O)O/N=C(\N)c2ccccn2)cc1	0.2	0.9	-3.1	-2.3

The results go on.
canonical_smiles	FBW7 act	MITF inh	GPR151 ag	TEAD-YAP inh
Cc1ccc(-n2c(SCC(=O)c3ccccc3)nc3ccsc3c2=O)cc1C	-0.3	1.6	0.9	7.4
Cc1cccc(N2C(=O)c3cccnc3C2=O)c1C	-1.4	22.3	-0.8	9.7
CC(NS(=O)(=O)c1ccccc1)C(=O)Nc1ccc(Oc2ccccc2)cc1 (stereo not given)	-0.1	-5.7	-1.8	-3.8
CNc1cc(N2CCN(S(=O)(=O)c3ccccc3)CC2)ccc1[N+](=O)[O-]	-0.2	1.9	0.8	4.6
COc1ccccc1NC(=O)CCc1nc2cccnc2n1Cc1cccs1	0.4	22.8	-0.4	-5.7
Cc1cc(C)n2c(SCC(=O)NC3CCCC(C)C3C)nnc2n1 (stereo not given)	0.0	11.4	1.6	-9.7
C/C=C/C=C/C(=O)NNC(=O)c1sc2ccccc2c1Cl	0.0	2.0	0.2	-12.5
CCN(CC)C(=O)c1sc2nc3c(cc2c1N)CCC3	0.0	9.3	1.2	-41.0
O=C(CC1C(=O)NCCN1Cc1cccc(Oc2ccccc2)c1)NC1CCCC1 (stereo not given)	0.0	6.6	-1.0	5.5
N#Cc1c(NC(=O)COc2ccc(Cl)cc2)sc2c1CCC2	-0.1	-2.9	0.4	-20.3
CCOC(=O)c1c(NC(=O)c2ccccc2C(=O)O)sc2c1CCCC2	0.0	-1.5	-0.6	9.8
O=C(Nc1cccc(C(F)(F)F)c1)c1cnn2cc(Br)cnc12	-0.1	-0.9	2.1	-1.4
CCc1ccc(S(=O)(=O)NCCOc2ccccc2)cc1	0.3	-0.6	2.0	-0.5
Nc1ccccc1N=Cc1nc(-c2ccccc2)oc1O	-0.3	20.1	-4.8	-42.4
C=C(C)c1cccc(C(C)(C)NC(=O)Nn2cnnc2)c1	-0.1	-0.7	1.1	3.9

(next part)
canonical_smiles	FBW7 act	MITF inh	GPR151 ag	TEAD-YAP inh
CCN(CC)/C(=N\S(=O)(=O)c1ccc(F)cc1)c1ccccc1	0.0	17.3	0.0	9.7
CC(C)OC(=O)c1cccc(C(=O)Oc2ccc(Br)cc2)n1	0.1	8.2	6.7*	12.6
COCCSc1cc(-c2ccc(F)cc2)ncn1	0.0	-1.4	-1.5	-54.4
COc1ccc(-n2nc(C(=O)N3CCCCC3)c3ccccc3c2=O)c(OC)c1	0.1	9.3	1.4	5.7
C#CCN(C(=O)CC1C(=O)NCCN1C/C=C/c1ccccc1)C1CCCCC1 (stereo not given)	-0.1	-6.0	0.0	6.2
O=C(C1CC1)N1CCc2cc(S(=O)(=O)Nc3cccc(Cl)c3)ccc21	0.2	-5.1	0.4	7.2
Cc1nnc(SCC(=O)Nc2ccc(Cl)cc2)[nH]c1=O	0.1	12.2	0.1	4.2
CN1c2ncccc2C(=O)NC12CCN(C(=O)Cc1c[nH]c3ccccc13)CC2	-0.2	1.9	1.7	-6.1
O=C(Nc1ccc2nn(-c3cccc([N+](=O)[O-])c3)nc2c1)c1ccccc1Br	0.0	-8.7	2.2	0.1
COc1ccc(C(=O)Nc2c(F)cccc2F)cc1OC	1.1	14.1	-0.7	-7.9
Fc1ccc(N2CCN(Cc3n[nH]c(=S)n3-c3ccccc3)CC2)cc1	0.1	20.3	-0.8	-5.5
Oc1cc2ccsc2c2ccccc12	-0.1	13.5	-0.3	1.1
CN1CCN(C(=O)c2ccccc2N(Cc2ccccc2)S(=O)(=O)c2ccccc2)CC1	0.0	-2.1	0.5	8.5
Cc1ccc(NS(=O)(=O)c2cc(C(N)=O)ccc2C)cc1	-0.3	2.8	0.9	15.0
CCOc1ccc(C(=O)NC2CCN(C(=S)NCCOC)CC2)cc1	0.2	-10.2	1.9	1.6

Continuation:
canonical_smiles	FBW7 act	MITF inh	GPR151 ag	TEAD-YAP inh
COc1ccc(-c2cc(C(F)(F)F)n3nc(C(=O)Nc4sc5c(c4C#N)CCC(C(C)(C)C)C5)cc3n2)cc1OC (stereo not given)	0.1	-0.6	-0.3	3.1
Cc1ccc(Nc2ccc(NC(=O)c3c(F)cccc3Cl)cc2)nn1	0.1	-0.1	-0.3	-12.4
COC(=O)c1c(C)[nH]c(C)c1C(=O)c1ccccc1Cc1ccccc1	0.3&0.0	22.2&3.4	-1.7&3.5	-0.2
COCCNC(=O)c1ccc2c(c1)nc(C)n2-c1cccc(Cl)c1	0.1	13.6	-1.6	3.6
CN1C(=O)c2ccc(NC(=S)NC(=O)Cc3ccc(Cl)cc3)cc2C1=O	0.0	2.1	0.4	9.1
O=C(NC(c1ccc(Cl)cc1)c1ccsc1)C1CCN(C(=O)C2CC2)CC1 (stereo not given)	-0.1	5.9	0.2	8.2
COC(=O)CN1C(c2ccccc2OC)Nc2ccc(Br)cc2C1c1ccccc1 (stereo not given)	0.1	2.7	0.3	4.3
COc1ccc2c(c1)N(C(N)=S)C(C)(C)C=C2C	-0.8	89.7*	0.7	11.5
CCOC(=O)c1sc2nc(SCc3cccc(Cl)c3)n(Cc3ccc(F)cc3)c(=O)c2c1C	0.1	-9.7	-0.3	-16.5
CC(=O)CSc1nc(SCC(C)=O)c2c3c(sc2n1)CCC3	0.1	-16.1	-0.2	-1.3
CCOc1ccc(S(=O)(=O)N(C(C)=O)c2ccc3oc(=O)sc3c2)cc1	-0.1	1.6	0.7	27.9
CN1CCN(C(=O)c2ccc(OCc3cccc(Cl)n3)cc2)CC1	0.0	9.1	-0.4	-5.5
CCOc1ccc(-c2cc(C(N)=O)on2)cc1	-0.1	-0.1	2.5	-3.3

High-throughput results from PubChem.
